Screens as filed in PubChem BioAssay.
GC-A act: GC-A stimulated cGMP production enhancers – HEK293 GC-A cells, cGMP TR-FRET, EC30 ANP, primary screen | 0% at EC30 ANP, 100% saturating ANP | Atrial natriuretic peptide receptor 1 (Homo sapiens), P16066 | AID 1671463, 2021 | activation, % at 10 µM | hit rate 0.14% among 370,000; in the data active = activation above about 40%
ADAM10 inh: human ADAM10 inhibitors, primary screen, biochemical, QFRET, HTS | recombinant ADAM10, EDANS/DABCYL FRET peptide cleavage, 3 h | hit rate 0.62% among 370,000 | inhibition, % at 7 µM | AID 720582, 2013 | Disintegrin and metalloproteinase domain-containing protein 10 (Homo sapiens), O14672;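 active = inhibition above a per-campaign cutoff equal to the mean of compounds falling between control-based bounds plus 3 SD, cut at about 20% in these data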;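 note: 0% = DMSO wells while the 100% control is not disclosed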
Target sequence (O14672 214-748 limits assumed): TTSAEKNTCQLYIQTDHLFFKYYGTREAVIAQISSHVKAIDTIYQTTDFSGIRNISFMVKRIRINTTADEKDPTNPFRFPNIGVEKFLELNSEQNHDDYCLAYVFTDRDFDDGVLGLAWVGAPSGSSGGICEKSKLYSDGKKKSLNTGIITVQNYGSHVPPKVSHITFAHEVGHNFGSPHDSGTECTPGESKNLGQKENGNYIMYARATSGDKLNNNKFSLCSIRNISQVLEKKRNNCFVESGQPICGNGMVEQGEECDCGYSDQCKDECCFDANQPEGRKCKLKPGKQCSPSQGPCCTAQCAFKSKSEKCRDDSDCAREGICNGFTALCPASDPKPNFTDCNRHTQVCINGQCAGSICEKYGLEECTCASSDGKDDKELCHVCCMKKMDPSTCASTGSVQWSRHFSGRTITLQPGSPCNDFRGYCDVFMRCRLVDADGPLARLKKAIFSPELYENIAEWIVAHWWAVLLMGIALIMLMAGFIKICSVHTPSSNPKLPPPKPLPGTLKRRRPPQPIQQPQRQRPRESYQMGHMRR
hcDAF12 agonist: H. contortus DAF-12 nuclear receptor activators, primary screen, cell-based, luminescence, HEK293, lit1-tk-luc reporter; AID 652067, 2013; hit rate 1.4% among 370,000; activation, % at 6.8 µM; HEK293 hcDAF-12 lit1-tk-luc reporter; 0% DMSO, 100% Δ7-dafachronic acid;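 active = activation above the mean of all tested compounds plus 3 SD, cut at about 5.5% in these data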;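 note: 100% = response to 3 µM Δ7-dafachronic acid high control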
hgDAF-12 ag: H. glycines DAF-12 receptor agonists, primary screen, cell-based, luminescence, HEK293, GAL4 fusion, UAS-luciferase; Nuclear hormone receptor DAF-12 (Heterodera glycines), GAL4 fusion; HEK293 GAL4-hgDAF12 UAS-luciferase reporter, agonist luminescence; normalized to butyrate control; activation, % at 6.8 µM; hit rate 1.8% among 370,000; AID 687014, 2013;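 active = activation above a cutoff set at the mean of all screened compounds plus 3 SD, cut at about 10% in these data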;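 note: 0% = DMSO wells and 100% = sodium butyrate wells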
PG9 Ab binder: binders of HIV-1 gp120 antibody PG9, primary screen, biochemical, TR-FRET; HIV-1 gp120 / PG9 antibody interaction; TR-FRET gp120-PG9 antibody binding; inhibition, % at 6.7 µM; hit rate 0.43% among 360,000; AID 624416, 2012; in the data active = inhibition above about 8.5%
DAX1 inh-1: DAX1 (NR0B1) inhibitors, primary screen, cell-based, HEK293, Gal4-DAX1, luciferase luminescence; AID 504766, 2011; HEK293 Gal4-DAX1 luciferase reporter; hit rate 0.99% among 340,000; inhibition, % at 6.75 µM; Nuclear receptor subfamily 0 group B member 1 (Homo sapiens), P51843;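 active = inhibition above the mean over all tested compounds plus 3 SD, cut at about 4.2% in these data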;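 note: 0% = DAX1-transfected cells with DMSO and 100% = empty-vector control cells with DMSO; inhibition shows as a rise in luminescence from relieved DAX1 repression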
Target sequence (P51843 207-470 limits assumed): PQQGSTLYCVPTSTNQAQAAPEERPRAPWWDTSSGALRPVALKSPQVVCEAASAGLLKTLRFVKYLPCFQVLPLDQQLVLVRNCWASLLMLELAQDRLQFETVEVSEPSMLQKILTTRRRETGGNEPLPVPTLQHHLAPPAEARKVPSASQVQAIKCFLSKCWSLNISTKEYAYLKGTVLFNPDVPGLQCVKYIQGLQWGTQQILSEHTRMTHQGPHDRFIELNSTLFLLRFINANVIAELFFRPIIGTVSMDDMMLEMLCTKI
ADAM17 inh: ADAM17 inhibitors, primary screen, biochemical, QFRET; hit rate 0.83% among 370,000; recombinant ADAM17, EDANS/DABCYL FRET peptide cleavage; inhibition, % at 6.95 µM; Disintegrin and metalloproteinase domain-containing protein 17 (Homo sapiens), P78536;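 active = inhibition above the mean of compounds lying between control limits plus 3 SD, set per campaign, cut at about 8.5% in these data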;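 note: 0% = DMSO-only wells as the low control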
ssDAF-12 act: S. stercoralis DAF-12 nuclear receptor activators, primary screen, cell-based, luminescence, HEK293, GRIP1 co-expression, lit1-tk-luc | HEK293 ssDAF-12/GRIP1 lit1-tk-luc reporter; % of 3 µM dafachronic acid response | activation, % at 6.8 µM | hit rate 1% among 370,000 | AID 652126, 2013;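 active = activation above the mean over all tested compounds plus 3 SD, cut at about 0.9% in these data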;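 note: 0% = DMSO-only wells and 100% = 3 µM delta7-dafachronic acid wells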
SMARCA2 act: SMARCA2 (BRM) function activators, primary screen, cell-based, luminescence, high throughput | MG213 cells, MMTV-luciferase reporter, dexamethasone, overnight | activation, % at 9.1 µM | hit rate 1% among 370,000 | AID 652017, 2013; in the data active = activation above about 7.8%;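 note: 0% = vehicle wells and 100% = reference activator wells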
DAX1 inh-2: DAX1 (NR0B1) inhibitors on StAR promoter, primary screen, cell-based, luminescence, SF-1 (NR5A1), full-length DAX-1; AID 652010, 2013; inhibition, % at 6.8 µM; HEK293T StAR-luciferase reporter, SF-1/DAX-1 repression relief; hit rate 1.1% among 370,000;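 active = inhibition above the mean over all tested compounds plus 3 SD, cut at about 3.6% in these data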;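 note: 0% = DAX-1 cells with DMSO and 100% = cells lacking DAX-1 with DMSO; higher inhibition means more luminescence from relief of DAX-1 repression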
FXN GAA850 act: FXN promoter activators, primary screen, cell-based, luciferase luminescence, HEK293 lucGAA850; activation, % at 6 µM; AID 540364, 2011; HEK293 lucGAA850 FXN promoter luciferase reporter, 24 h; percent of 10 µM SAHA response; hit rate 0.56% among 360,000;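 active = activation above the average of all compounds screened plus 3 SD, cutoff fixed separately per campaign, cut at about 7.5% in these data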;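 note: 0% = DMSO wells and 100% = 10 µM SAHA wells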
* marks the source's active call; other numbers are inactive results; x = not tested or not shown. No enrichment for hits; 6.8% or so of the library scored in one or more.

SMILES | GC-A act | ADAM10 inh | hcDAF12 agonist | hgDAF-12 ag | PG9 Ab binder | DAX1 inh-1 | ADAM17 inh | ssDAF-12 act | SMARCA2 act | DAX1 inh-2 | FXN GAA850 act
N#CC1(NC(=O)COC(=O)C2CCN(S(=O)(=O)c3ccc4c(c3)OCCO4)CC2)CCCCC1 | -0.5 | -0.6 | -1.0 | 0.1 | -2.2 | -0.2 | -0.1 | -0.7 | 1.5 | 0.8 | 0.7
O=C(c1ccccc1Cl)N(C(=O)c1ccccc1Cl)c1nccc(-c2cccs2)n1 | -5.3 | -1.1 | 0.0 | 1.5 | -3.2 | 0.0 | -1.5 | -1.4 | 3.6 | 0.3 | -11.0
O=C(N[C@@H](Cc1cccnc1)C(=O)N1CCC[C@H]1C(=O)NC1CCCC1)c1ccccc1 | -6.6 | -7.1 | 0.4 | -2.3 | 0.1 | x | -6.9 | 0.2 | -3.0 | 1.3 | x
CC(C(=O)Nc1ccc(S(=O)(=O)N2CCOCC2)cc1)N(c1ccccc1)S(C)(=O)=O (centres undefined) | 3.4 | -2.1 | 0.0 | -0.4 | -0.3 | -0.1 | -3.0 | -1.0 | -0.9 | 0.1 | 0.1
O=C(CSc1nnc(-c2cccnc2)n1-c1ccc(SC(F)F)cc1)N1CCCc2ccccc21 | -9.0 | 7.3 | -1.2 | 0.7 | -0.4 | -0.6 | -2.6 | -1.8 | 1.0 | -0.6 | -4.1
Cn1cc(/C=C/C(=O)N2CCCC(C(=O)c3ccc(C(C)(C)C)cc3)C2)cn1 (centres undefined) | -0.7 | 6.0 | -1.4 | -0.5 | -1.0 | -1.1 | 2.2 | -1.2 | 0.6 | 0.7 | 0.9
COc1ccc(C(=O)OC2CCN(C)CC2)cc1 | 3.8 | -8.3 | -0.9 | 0.3 | 0.9 | 0.2 | -0.3 | -1.1 | -0.4 | 0.5 | 1.0
COc1ccc([N+](=O)[O-])cc1/C=N/NC(=O)c1nonc1N | -0.6 | 5.3 | 0.3 | -2.2 | 0.1 | -0.5 | -2.5 | -2.0 | -1.9 | -0.3 | -0.5
Cc1cccc(NC(=O)N[C@@H](C)C(=O)O)c1 | -1.6 | -4.0 | -0.1 | 0.4 | 0.6 | 1.1 | -1.6 | -0.1 | 0.2 | -0.1 | 1.2
O=C(CSc1nc2ccc(Cl)cc2[nH]1)Nc1ccc2[nH]c(=O)[nH]c2c1 | -1.5 | -5.0 | 2.9 | 0.1 | 0.3 | 0.3 | 0.5 | 1.0* | -2.9 | 1.0 | 3.9
CC(C)C[C@H](NC(=O)c1nc[nH]c1C(=O)NC(c1ccccc1)c1ccccc1)C(=O)OC(C)(C)C | -2.2 | 7.0 | -2.0 | -0.1 | -0.2 | -0.1 | 2.0 | -1.6 | -2.4 | -0.9 | -3.5
O=C(NCCCC(NC(=O)OCc1ccccc1)C(=O)O)OCc1ccccc1 (centres undefined) | 5.2 | 2.1 | -0.2 | 1.2 | -1.6 | 0.7 | -8.8 | -1.8 | 2.1 | -0.5 | 2.1
Cc1ccc(OC(=O)CCC(=O)NC(C)c2ccccc2)cc1 (centres undefined) | 0.7 | 1.5 | -2.0 | -1.0 | -1.5 | -1.1 | -11.6 | -0.8 | -2.8 | 0.0 | -0.3
COc1ccc(CCN2C(=O)CC(C(N)=O)SC2=Nc2ccccc2)cc1OC (centres undefined) | -2.0 | -0.8 | 1.6 | 0.1 | 1.1 | 0.4 | -0.5 | -1.7 | -1.4 | -0.8 | 0.7
CCOC(=O)CN(C(=O)CSc1nnc(CNc2ccc(F)cc2)o1)c1ccccc1 | -5.8 | 0.4 | -1.2 | -2.8 | -0.2 | 0.7 | -1.7 | -0.7 | -1.7 | -0.9 | -2.3
CN1CCC(NC(=O)C2(C)CCN2Cc2ccc3ccccc3c2)CC1 (centres undefined) | -3.1 | 3.2 | -1.4 | -1.9 | -0.2 | x | 0.0 | -1.1 | 0.8 | -0.1 | 0.5
Cc1ccc2c(c1)N(CC(=O)N1CCOCC1)C(=O)CO2 | 2.7 | 1.5 | -1.6 | -1.2 | 0.5 | 1.8 | -0.5 | -0.9 | 1.0 | -0.3 | 1.1
COc1cccc(/C=N/N(C)C2=NS(=O)(=O)c3ccccc32)c1O | -16.6 | 8.3 | -0.9 | 1.8 | -2.0 | 1.8 | -2.1 | -1.3 | 0.0 | -0.3 | -0.8
Cc1ccc(C#N)c(SCc2ccccc2[N+](=O)[O-])n1 | 1.1 | 11.1 | -0.3 | -2.0 | -2.0 | -0.2 | 3.6 | -1.0 | -0.2 | 0.2 | 3.5
COc1ccc(C(=O)/C(=C/O)N=Nc2ccc(F)cc2)cc1 | 1.2 | 2.8 | 0.1 | 2.5 | -0.8 | 0.5 | 3.2 | -0.7 | 5.9 | -0.3 | 3.3
Cc1cccc(C(=O)N2CCCC(N3CCN(c4ccccc4)CC3)C2)n1 (centres undefined) | -0.5 | -2.9 | -1.1 | -0.1 | -1.3 | 0.1 | -1.4 | -1.3 | -4.8 | -0.3 | 0.9
COc1cc(-c2nc(S(=O)(=O)c3ccc(Cl)cc3)c(N(C)C)o2)cc(OC)c1OC | -4.1 | 0.1 | -0.6 | 0.6 | -0.3 | -0.1 | -2.3 | -1.8 | 1.4 | 0.2 | -0.3
Cc1ccc(S(=O)(=O)NC(=O)c2cc(C)n(CCCN3CCOCC3)c2C)cc1 | 0.1 | -6.7 | 1.7 | -0.3 | 0.6 | -0.1 | -2.6 | -1.0 | -0.3 | -0.4 | -0.5
COC(=O)[C@]12C[C@H](CC(=O)N3CCN(C(=O)C4CC4)CC3)C(=O)N(Cc3cccc4ccccc34)C1=C[C@H](C(C)C)O[C@@H]2C1CC1 | -9.6 | 7.7 | -2.3 | 2.5 | x | x | -2.6 | -0.7 | -1.7 | -0.1 | x
Cc1nn(-c2cccc(Cl)c2)c2nc(-c3ccco3)cc(C(=O)O)c12 | -0.3 | -134.8 | 0.4 | -0.9 | 1.6 | -0.9 | -41.0 | -1.1 | 1.0 | 1.3 | 1.9
COc1cccc(NC(=O)C2C3C=CC4(O3)C2C(=O)N(CCCN2CCCCC2)C4C(=O)NC2CCCCC2)c1 (centres undefined) | 3.4 | -6.0 | 0.2 | 0.3 | 0.1 | 0.2 | -2.9 | -1.5 | -5.1 | -0.3 | 1.2
COC(=O)c1ccccc1NC(=O)CN1CCc2ccccc2C1 | -4.4 | 2.8 | -1.0 | 3.1 | -2.0 | -1.3 | 1.7 | -1.2 | 1.2 | 0.2 | 2.7
Cc1cc(NC(=O)CSc2ccc3nnc(-c4ccc(Cl)cc4)n3n2)no1 | -3.3 | -25.7 | -0.7 | 1.8 | -0.5 | 0.3 | -10.8 | -1.3 | -4.1 | -0.7 | 1.2
COC(=O)[C@H]1C[C@H](OC(=O)NCc2ccccc2)[C@@]2(O)CN(S(=O)(=O)c3ccc(C)cc3)CC2[C@H]1C(=O)OC (some centres undefined) | -4.5 | -2.4 | 1.8 | 0.7 | 0.9 | 0.6 | -0.9 | -1.2 | 0.7 | 0.6 | -4.0
O=C(Nc1ccccc1N1CCOCC1)c1cccc(S(=O)(=O)Nc2ccccc2F)c1 | -7.3 | -0.1 | -0.6 | -2.7 | -0.7 | 1.1 | -0.1 | -1.4 | -1.7 | -1.3 | 0.1
CS(=O)(=O)N(CC(=O)N1CCN(Cc2ccc3c(c2)OCO3)CC1)C1CCCCC1 | 1.6 | 1.4 | 0.0 | -2.8 | -1.6 | -1.1 | -4.0 | -1.8 | 1.8 | -0.1 | 2.0
CC(C)[C@H](NC(=O)Nc1cccc(Br)c1)C(=O)O | -0.5 | -5.6 | -0.7 | 0.2 | 0.0 | 3.1 | -1.1 | -0.9 | -2.2 | 0.1 | -0.3
COc1ccc(C(=O)NN2CCCCC2)cc1OC | 4.7 | 7.5 | -1.2 | 1.0 | -2.0 | 1.5 | -2.0 | -1.3 | -1.5 | 1.3 | -0.4
COc1ccc(N2CCN(C(=O)CCCn3c(=S)[nH]c4cc5c(cc4c3=O)OCO5)CC2)cc1 | 0.3 | 16.3 | -0.2 | -0.5 | -1.8 | 1.0 | -0.8 | -1.2 | -4.6 | -0.3 | -1.6
CC(C)(C)c1ccc(C(=O)NC(=S)N2CCOCC2)cc1 | 2.2 | -16.5 | 3.2 | 12.9* | -0.2 | 3.5 | -0.5 | 0.0 | 6.5 | 7.0* | 5.2
O=C(NCc1n[nH]c(=S)n1Cc1ccccc1)c1ccc(Cl)cc1Cl | 2.7 | 2.1 | -2.4 | -1.7 | 1.0 | -0.8 | -3.4 | -0.8 | -0.2 | -0.7 | -1.3
CN(C(=O)c1ccncc1)C1CCCN(Cc2ccccc2F)C1 (centres undefined) | -1.5 | 4.8 | -3.4 | 0.2 | 2.0 | -0.8 | 6.8 | -0.5 | -4.9 | 1.6 | -1.9
COc1cc(NC(=O)CSc2nnc(C)s2)cc(OC)c1OC | 1.2 | -3.5 | -1.7 | 0.8 | 0.1 | 1.7 | -5.4 | -1.7 | -2.2 | -0.6 | -1.6
O=C(NCc1cccnc1)C1CC(c2ccc(Cl)c(Cl)c2)=NO1 (centres undefined) | -4.1 | -0.7 | 0.5 | 1.4 | -0.5 | 2.7 | -1.5 | -0.1 | -1.1 | -0.7 | 0.9
CCN1C(=O)CC(N2CCN(CC(=O)NC(C)C)CC2)C1=O (centres undefined) | -2.9 | 6.2 | -0.1 | 0.8 | -1.7 | 0.3 | -0.5 | -0.7 | -3.8 | -0.2 | 3.2
COc1ccc(S(=O)(=O)N(C)C)cc1NC(=O)CSC(C)C(=O)Nc1cc(C)on1 (centres undefined) | 2.9 | -2.4 | -0.1 | 0.6 | -2.6 | 0.6 | -4.9 | -0.4 | -1.9 | 0.1 | -1.1
O=S(=O)(Nc1ccc2c(c1)OCO2)c1ccc(Br)s1 | -6.5 | 5.7 | -1.7 | 3.5 | 0.0 | -0.6 | -0.5 | -1.1 | 2.3 | 0.5 | 1.0
CCOc1ccc(C(O)(c2ccccc2OC)C(CN2CCCC2)c2ccccc2)cc1 (centres undefined) | -14.7 | 3.4 | -0.4 | 0.6 | -1.4 | -1.1 | -1.4 | -0.1 | -3.0 | -0.2 | -6.4
